Polio RdRp inh = inhibitors of poliovirus RNA polymerase binding and polymerization; poliovirus polymerase elongation, fluorescence polarization; hits give low values; % elongation, % (compound at 16.7 µg/mL); AID 588519; actives 0.66% (n = 150,000); P03300; in the data active = % elongation below about 90%; note: some results filed as inactive read as strong as hits
Target sequence (P03300 1749-2209 limits assumed): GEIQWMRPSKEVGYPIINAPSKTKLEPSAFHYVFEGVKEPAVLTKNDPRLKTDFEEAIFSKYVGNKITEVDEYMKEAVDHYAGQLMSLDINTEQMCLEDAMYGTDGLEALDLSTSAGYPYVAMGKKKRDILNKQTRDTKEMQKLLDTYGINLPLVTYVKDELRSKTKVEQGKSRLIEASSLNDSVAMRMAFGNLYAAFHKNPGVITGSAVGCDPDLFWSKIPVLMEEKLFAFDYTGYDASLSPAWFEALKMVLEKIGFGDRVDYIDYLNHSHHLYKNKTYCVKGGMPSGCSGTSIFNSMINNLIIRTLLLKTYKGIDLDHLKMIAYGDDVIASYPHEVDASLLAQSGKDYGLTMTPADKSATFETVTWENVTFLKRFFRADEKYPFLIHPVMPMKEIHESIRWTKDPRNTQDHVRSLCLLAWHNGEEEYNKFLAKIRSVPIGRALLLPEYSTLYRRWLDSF
Polio RdRp inh FP z-score = also measured in Polio RdRp inh; calls as there; z-score; measured here: FP z-score; hits read low
Active calls of the source: *; & = joins results of further samples. A portion of the library (hit frequency here may not be typical).

SMILES	Polio RdRp inh	Polio RdRp inh FP z-score
COc1ccc(-c2cn3nc(N4CCCC(C(=O)Nc5ccccc5OC)C4)sc3n2)cc1 (configuration not stated)	117.0	2.3
Cn1c(NC2CC(=O)N(c3ccc(Cl)cc3Cl)C2=O)cc(=O)n(C)c1=O (configuration not stated)	102.0	-0.2
COC(=O)c1cc(Oc2ccc(C(=O)OC)cc2N)cc(C(=O)OC)c1	103.0	0
CCS(=O)(=O)c1ncc(N(Cc2ccccc2)Cc2ccco2)c(C(=O)Nc2cccc(Cl)c2C)n1	111.0	1.1
O=C1c2[nH]nc(-c3ccccc3O)c2C(c2ccc(Cl)cc2)N1Cc1ccco1 (configuration not stated)	109.0	0.8
CN(C)Cc1c(O)ccc2c(=O)c(Oc3ccccc3)coc12	105.0	0.7
CCC(=O)Nc1cc2nn(-c3ccc(C)cc3)nc2cc1C	107.0	0.7
CCc1cc(SCc2nnc(-c3ccccc3)o2)n2c(nc3ccccc32)c1C#N	100.0	-0.3
CC(NC(=O)Cc1ccccc1)c1nc2ccccc2[nH]1 (configuration not stated)	98.0	-0.2
CCOC(=O)c1c(C)noc1/C(C)=N\OC(=O)c1ccccc1	102.0	0.2

As entered above:
O=C1c2[nH]nc(-c3ccccc3O)c2C(c2ccc(Cl)cc2)N1Cc1ccco1 (configuration not stated) in Polio RdRp inh FP z-score = 0.8
CCc1cc(SCc2nnc(-c3ccccc3)o2)n2c(nc3ccccc32)c1C#N in Polio RdRp inh FP z-score = -0.3

Later entries:
SMILES	Polio RdRp inh	Polio RdRp inh FP z-score
COc1cc(OC)c(NC(=O)c2ccc3c(Cl)c4c(nc3c2)CCCC4)cc1Cl	109.0	0.6
COc1cccc(NC(=O)Nc2ccc3nc(N4CCN(C)CC4)cc(C)c3c2)c1	100.0	-0.4
CCCCN(C)CCCNC(=O)c1cn(CC)c2ccc(S(=O)(=O)N3CCc4ccccc4C3)cc2c1=O	104.0	-0.1
O=c1[nH]c2c(c(=O)n1C1CCCCC1)CCC2	107.0	0.2
O=C(Cn1nc(C(=O)O)c2ccccc2c1=O)NC12CC3CC(CC(C3)C1)C2	102.0	-0.1
O=C1CC(c2cccc(Br)c2)c2c(c3ccccc3oc2=O)O1 (configuration not stated)	102.0	-0.3
NC(CC1CCCCC1)C(O)C(F)(F)F (configuration not stated)	100.0	-0.2
COc1cccc(-c2noc(Nc3ccccc3)n2)c1	100.0	-0.4
Cc1cc(-c2ccccc2)n2nc(-c3ccc(Cl)cc3)cc2n1	99.0	-1
CS(=O)(=O)c1cccc(C(=O)O)c1	102.0	-0.1
COc1ccc(C2C(=O)N(C3CCCCC3)CC(=O)N2CCC2=CCCCC2)cc1 (configuration not stated)	107.0	-0.2
Cc1nc(SCc2cc(=O)c3cccc(F)c3[nH]2)n[nH]1	109.0	0.7
Nc1nonc1-c1nc2ccccc2n1CCn1c(-c2nonc2N)nc2ccccc21	102.0	0.2
COc1cccc(NC(=O)c2sc3[nH]c(=O)c(C(=O)O)cc3c2N)c1	100.0	0
COc1ccc(-n2nc(C(=O)O)cc2-c2ccccc2)cc1	100.0	-0.2
COC(=O)c1nc(NC(=O)c2ccccc2)n[nH]1	102.0	0.1
CC(NC(=O)NC(C)(C)C)c1ccccc1 (configuration not stated)	101.0	-0.2
COc1ccc(N2CCN(C(=O)N3c4ccccc4Sc4ccccc43)CC2)cc1	105.0	0.9
Cc1cc(NC(=O)NCC(O)c2ccccc2)c(C(F)(F)F)o1 (configuration not stated)	101.0	-0.1
COCC(=O)N(Cc1cc2cc3c(cc2nc1Cl)OCO3)CC1CCCO1 (configuration not stated)	102.0	0
Brc1ccc(-c2nnc3sc(CNCc4ccc5c(c4)OCO5)cn23)cc1	105.0	1.2
Cc1oc2ccc(O)c(CN(C)Cc3ccccc3)c2c1C(=O)NCc1ccccc1	103.0	0.3
O=c1[nH]cc(N=Cc2ccncc2)c(=O)[nH]1	101.0	0
COc1cc2nc(SCC(=O)NC3CC3)n(CCC3=CCCCC3)c(=O)c2cc1OC	101.0	-0.1
Cc1cc(/C=C2/C(=N)N3C(=NC2=O)SN=C3S(=O)(=O)CC(C)C)c(C)n1-c1ccc(F)cc1	103.0	0.8
COC[C@H]([C@@H](O)[C@@H](O)C(=O)NCC[C@@H](C)c1nc(/C=C/C[C@H]2OC3(C[C@H](O)[C@H]2C)OC([C@@H](C[C@@H](O)[C@@H](C)[C@@H](O)[C@@H](C)/C=C(C)/C(C)=C/C=C/C(C)=C\C#N)OC)[C@@H](OP(=O)(O)O)C3(C)C)co1)N(C)C (some centres not stated)	102.0&99.0	0.3&-0.1
N#Cc1ccsc1NC(=O)CC1(CC(=O)O)CCCC1	102.0	-0.3
O=C(NCCSc1ccccc1)c1cc(-n2cnnc2)ccc1Cl	101.0	0.2
CCc1c(C)sc(NC(=O)CN2CCN(c3ncccn3)CC2)c1C(=O)OC	102.0	-0.2
CCN(CC)P1(=O)COc2ccccc2OC1	108.0	0.4
O=C(NCCc1ccc(Cl)cc1)c1ccc(Cn2c(=O)[nH]c3ccccc3c2=O)cc1	108.0	0.3
Cc1cc(=O)oc2cc(OC(=O)CSC(=N)N)ccc12	92.0	-1.1
O=C(c1cnccn1)N(c1ccccc1)C1(C(=O)NC2CCCCC2)CCCCC1	101.0	0.3
N#Cc1c(N)nc2c3c1NC(O)(c1ccccc1)C(C#N)C3c1cc(Br)ccc1O2 (configuration not stated)	105.0	0.2
Cc1cccc(C(=O)N2CCNC(=O)C2CC(=O)Nc2ccc(F)cc2)c1 (configuration not stated)	107.0	0.4
O=C(CCn1cnc2onc(-c3ccc(F)cc3)c2c1=O)N1CCCCCC1	103.0	0.2
CC1CC2=C(CC1(CO)CO)C(C)(C)CCC2 (configuration not stated)	104.0	0.1
CN(C)c1ccc(NC(=S)c2ccccn2)cc1	103.0	0.2
Cc1ccc2[nH]cc(CCNC(=O)CN3CCCn4nc(C)cc43)c2c1	98.0	-1.2
COc1ccc2c(c1)c1ncn(CCN3CCN(Cc4ccccc4)CC3)c(=O)c1n2C	102.0	-0.2

Reprinted from the part before: two entries, then new ones.
SMILES	Polio RdRp inh	Polio RdRp inh FP z-score
Cc1ccc2[nH]cc(CCNC(=O)CN3CCCn4nc(C)cc43)c2c1	98.0	-1.2
COc1ccc2c(c1)c1ncn(CCN3CCN(Cc4ccccc4)CC3)c(=O)c1n2C	102.0	-0.2
CCN(CC)C(=O)Cn1c(=O)cc(C)c2c(C)nn(-c3cccc(F)c3)c21	102.0	0.4
CSCCn1c(-c2ccccc2)cc(C(=O)N2CCCC2)c1C	100.0	-0.9
N#CCN(CC#N)C(=O)CSc1ccccc1	101.0	0.2
Cc1ccc(-n2c(=O)c3cccnc3n2CC(=O)Nc2ccc(Br)cc2)cc1C	110.0	1.1
COc1ccc(OC)c(NC(=O)CSC2=Nc3ccccc3C3=NC(CCC(=O)NC4CCCCC4)C(=O)N23)c1 (configuration not stated)	108.0	0.3
NC(N)=NS(=O)(=O)c1ccc2[nH]c(=O)oc2c1	100.0	0.1
Cc1cc(NC(=O)C(NC(=O)c2ccc(F)cc2)C23CC4CC(CC(C4)C2)C3)no1 (configuration not stated)	99.0	-0.7
COc1ccc(/C(O)=C/c2nc3cc(C)ccc3oc2=O)c(OC)c1	67.0	-4.6
CCN(C(=O)C1c2ccccc2Oc2ccccc21)c1ccccc1	102.0	0.2
O=C(Nc1sc2c(c1C(=O)c1ccccc1)CCCC2)c1ccco1	104.0	0.6
COc1cc(-c2[nH]c(=S)nc(N)c2C#N)ccc1O	105.0	0.4
COc1ccc2c(-c3ccccc3)cc3nnnn3c2c1	99.0	-0.4
CCCCCCSc1n[nH]c(=O)[nH]c1=O	86.0*	-3.9*
O=C1/C(=C/c2cc(Br)cs2)CCC/C1=C\c1cc(Br)cs1	100.0	-0.1
O=C(N1CCN(CCO)CC1)N1c2ccccc2C=Cc2ccccc21	102.0	0.3
CCOC(=O)C1CCN(C(=O)CN2CCN(c3ccccc3O)CC2)CC1	101.0	0
Cc1ccc(CN2CCC(CNC(=O)Nc3ccccc3)CC2)cc1	102.0	0.3
Cc1ccc(C(c2c(O)cc(C)n(Cc3ccco3)c2=O)N2CCC(C)CC2)cc1 (configuration not stated)	105.0	-0.8
COc1ccc2c(C)cc(=S)[nH]c2c1	103.0	0.2
COc1ccc(C2=CC(c3ccccc3)SC(N)=N2)cc1 (configuration not stated)	104.0	0.1
CC(C)(C)C(=O)OCOC(=O)[C@@H]1N2C(=O)[C@@H](NC(=O)[C@H](N)c3ccccc3)[C@H]2SC1(C)C	99.0	-0.6
NC(=O)C1CCN(C2=NS(=O)(=O)c3ccccc32)CC1	102.0	-0.3
CN1CC(C#N)C2(O)c3ccccc3CCC2C1 (configuration not stated)	101.0	-0.1
Cc1ccc(Nc2nnc(-c3ccc(C)c(S(=O)(=O)N4CCN(C)CC4)c3)c3ccccc23)c(C)c1	106.0	0.4
Cc1ccc(NC(=O)CN2C(=O)CCc3cc(S(=O)(=O)N4CCCCC4)ccc32)cc1C	109.0	0.6
Cc1cccc(Nc2c3c(nc4nncn24)CCC3)c1C	114.0	1.3
Cc1ccc(NC(=O)/C(C#N)=N/Nc2ccc(C(=O)O)cc2)c(C)c1	101.0	0.1
COc1cccc(NS(=O)(=O)c2ccc3[nH]cc(C(=O)NC4CCCCC4)c(=O)c3c2)c1	107.0	-0.5
Cc1cccc(N2C(=O)N(Cc3cccc(C#N)c3)c3ccccc3S2(=O)=O)c1	103.0	-0.8
O=C(Oc1ccc(-c2nnco2)cc1)C1CCN(S(=O)(=O)c2ccccc2C(F)(F)F)CC1	96.0	-0.6
Cc1cc(N2CCCC2c2nc3ccccc3s2)n2ncnc2n1 (configuration not stated)	104.0	0.1
O=Nc1c(O)n2c3c(cccc13)CCC2	102.0	0.1
COc1ccccc1N(C(C)=O)C1SC(=O)N(c2ccccc2)C1=O (configuration not stated)	102.0	0.2
CCn1nc(C)cc1C(=O)n1nc(C)c(Sc2ccc(C(F)(F)F)cn2)c1C	103.0	0.4
Cc1cccc(C)c1-n1ncc(C(=O)N2CCN(c3ccccc3)CC2)c1C1CCN(C(=O)OC(C)(C)C)CC1	113.0	1.4
CN(C)c1nc(N)nc(Cn2cnc3sc4c(c3c2=O)CCCC4)n1	102.0	0
Cc1cc2nnc(SCC(=O)NCC(C)C)n2c2ccccc12	103.0	0.9
CN(C)C(=O)/C=C/c1cn(-c2ccccc2)nc1-c1cc2ccccc2o1	101.0	0
COc1ccc(C2NC(=O)NC3=C2C(=O)CCC3)cc1 (configuration not stated)	103.0	0.2
CCc1ccc(CNC(=O)CCn2c(=O)c3cccn3c3ccc(F)cc32)cc1	108.0	0.3

Structures listed so far with a furan ring, fused or not (seven):
SMILES	Polio RdRp inh	Polio RdRp inh FP z-score
CCS(=O)(=O)c1ncc(N(Cc2ccccc2)Cc2ccco2)c(C(=O)Nc2cccc(Cl)c2C)n1	111.0	1.1
O=C1c2[nH]nc(-c3ccccc3O)c2C(c2ccc(Cl)cc2)N1Cc1ccco1 (configuration not stated)	109.0	0.8
Cc1cc(NC(=O)NCC(O)c2ccccc2)c(C(F)(F)F)o1 (configuration not stated)	101.0	-0.1
Cc1oc2ccc(O)c(CN(C)Cc3ccccc3)c2c1C(=O)NCc1ccccc1	103.0	0.3
O=C(Nc1sc2c(c1C(=O)c1ccccc1)CCCC2)c1ccco1	104.0	0.6
Cc1ccc(C(c2c(O)cc(C)n(Cc3ccco3)c2=O)N2CCC(C)CC2)cc1 (configuration not stated)	105.0	-0.8
CN(C)C(=O)/C=C/c1cn(-c2ccccc2)nc1-c1cc2ccccc2o1	101.0	0

Later entries
SMILES	Polio RdRp inh	Polio RdRp inh FP z-score
Cc1cccc(S(=O)(=O)c2cn(C)c3cc(N4CCCCCC4)c(F)cc3c2=O)c1	102.0	-1.3
CCCCN(CC)C(=O)Cn1ncc2c3ccccc3n(CCC)c2c1=O	113.0	1.4
O=C1CSC(c2ccc(Cl)cc2)N1Nc1nc(Nc2ccccc2)nc(N2CCCCC2)n1 (configuration not stated)	100.0	-0.5
CN(Cc1nc2ccccc2n1C)S(=O)(=O)c1ccc(F)cc1	105.0	1
Cc1cc(=O)n(CC(=O)N2CCN(c3ccc(F)cc3)CC2)c2c1c(C)nn2C	97.0	-0.7
COc1cccc(NC(=O)Cn2c(=O)n(CCCCC(=O)NCc3ccc4c(c3)OCO4)c(=O)c3ccccc32)c1	110.0	1.3
O=C1CSC(c2ccccc2O)N1Cc1ccccc1 (configuration not stated)	100.0	-0.1
CCN(CC)S(=O)(=O)c1ccc(Cl)c(C(=O)N2c3ccccc3Sc3ccccc32)c1	105.0	0.1
Cc1cc(C)cc(NC(=O)N2CCC(C(N)=O)(N3CCCCC3)CC2)c1	107.0	0
O=C(CSc1nnc(-c2ccccc2)o1)Nc1ccccc1	99.0	-0.4
Cc1ncc(CO)c2c1Oc1[nH]c(-c3ccccc3)nc(=S)c1C2	101.0	0
CCCC1(CCC)NC(=O)N(CCOc2ccc(C)cc2)C1=O	104.0	0
Cc1cccc(C)c1NC(=O)c1csc2c1CCCC2	101.0	-1.1
COc1ccc(-c2nc3n(n2)C(c2ccc(O)cc2)C(C(=O)Nc2cccnc2)=C(C)N3)cc1OC (configuration not stated)	102.0	-0.9
O/N=C/c1ccc(Br)cc1	100.0	-0.1
CC(C)(C)NCC(O)c1cc(Cl)c(N)c(Cl)c1 (configuration not stated)	100.0	0.1
Cc1ccc(-n2c(=O)c3c(c4cc(C)ccc4n3C)n(CC(=O)NCCC3=CCCCC3)c2=O)cc1	103.0	-0.8
CC1CCCCN1c1cc2c(cc1F)c(=O)c(S(=O)(=O)c1ccccc1)cn2Cc1ccccc1 (configuration not stated)	103.0	-1
CC(C)(C)NC(=O)COc1ccc2c(c1)OCO2	101.0	-0.2
COc1cc2c(cc1OC)CN(C(=O)Nc1ccccc1)CC2	115.0	0
O=C(N1CCC(c2ccccc2)=N1)C(F)(F)F	102.0	0.1
COc1cc(C)c(Cl)cc1S(=O)(=O)N(C)C	101.0	0.3
O=C(COc1ccc2ccccc2c1Br)NCCC1=CCCCC1	104.0	0.3
O=C(NN1C(=O)CSC1c1ccco1)c1ccc(O)cc1 (configuration not stated)	101.0	0
COc1ccc(OC)c(C2c3cccn3CCN2C(=S)NC(C)(C)C)c1 (configuration not stated)	102.0	0.3

Screening data deposited in PubChem BioAssay by ICCB-Longwood Screening Facility, Harvard Medical School.
